# GDH-TPI inh: counter-screen for M. tuberculosis FBA inhibitors: GDH-TPI coupled enzymes. inhibition, % at 4.8 µM. AID 588335. GDH-TPI coupled enzyme counterscreen, NADH absorbance. 360,000 compounds, 1.2% hits;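 also: 0% = DMSO wells and 100% = wells lacking the enzyme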
# DUSP3 inh: blocks human VHR1 dual specificity phosphatase | recombinant VHR phosphatase, pNPP absorbance | inhibition, % at 13.3 µM | 290,000 compounds, 0.52% hits | AID 1654; in the data active = inhibition above about 50%; also: some compounds called inactive have numbers as strong as hits
# Target sequence (P51452 whole entry, looked up): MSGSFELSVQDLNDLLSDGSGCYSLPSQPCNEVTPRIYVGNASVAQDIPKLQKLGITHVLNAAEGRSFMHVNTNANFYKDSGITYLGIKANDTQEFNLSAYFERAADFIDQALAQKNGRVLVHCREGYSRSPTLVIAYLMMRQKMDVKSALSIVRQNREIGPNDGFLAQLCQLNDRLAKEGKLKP
# CCHFV vOTU inh: blocks the CCHF virus ovarian tumor domain protease; CCHFV vOTU protease, Pep-AMC fluorescence; inhibition, % at 11.5 µM; 370,000 compounds, 0.55% hits; also: 0% = vehicle wells with enzyme and 100% = no enzyme wells
# MazF activator: increases E. coli MazEF RNase cleavage of RNA; FAM/BHQ RNA-DNA oligo cleavage fluorescence, 5 h; P0AE70; activation, % at 20 µM; AID 504720; 350,000 compounds, 0.32% hits; in the data active = activation above about 50%
# FadD28 FP inh: blocks FadD28 binding to the bisubstrate probe; fluorescence polarization; inhibition, % at 12.5 µM; 360,000 compounds, 0.22% hits; AID 588549; in the data active = inhibition above about 8.5%, passing the limit was not always enough; inconclusive = no clear call, values can overlap the other calls
# BoNT-F LC inh: inhibitors of Botulinum neurotoxin F light chain protease; AID 588497; inhibition, % at 10 µM; 360,000 compounds, 0.22% hits; Multiplex microsphere protease cleavage assay, flow cytometry; in the data active = inhibition above about 35%, passing the limit was not always enough; inconclusive = no clear call, values can overlap the other calls; also: plate controls were buffer without enzyme for full effect and enzyme alone for no effect
# Mtb BioA inh: inhibitors of Mycobacterium tuberculosis BioA enzyme. purified M. tuberculosis BioA enzyme, plate reader. inhibition, % at 9.99 µM. 360,000 compounds, 0.096% hits. AID 602481; in the data active = inhibition above about 40%; inconclusive = no clear call, values can overlap the other calls
# UGM FP inh: blocks M. tuberculosis UGM enzyme; P9WIQ1; purified UGM, fluorescence polarization probe displacement; inhibition, % at 10 µM; 320,000 compounds, 0.06% hits; AID 504406; in the data active = inhibition above about 10%, passing the limit was not always enough; inconclusive = no clear call, values can overlap the other calls
# Rv3671c inh: inhibitors of M. tuberculosis serine protease Rv3671c; P9WHR9; 320,000 compounds, 0.048% hits; inhibition, % at 5.96 µM; AID 2606; in the data active = inhibition above about 38%;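 also: extracellular domain of Rv3671c used as enzyme; 0% = enzyme with DMSO and 100% = no enzyme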
# Target sequence (P9WHR9 whole entry, looked up, the tested form may be a part): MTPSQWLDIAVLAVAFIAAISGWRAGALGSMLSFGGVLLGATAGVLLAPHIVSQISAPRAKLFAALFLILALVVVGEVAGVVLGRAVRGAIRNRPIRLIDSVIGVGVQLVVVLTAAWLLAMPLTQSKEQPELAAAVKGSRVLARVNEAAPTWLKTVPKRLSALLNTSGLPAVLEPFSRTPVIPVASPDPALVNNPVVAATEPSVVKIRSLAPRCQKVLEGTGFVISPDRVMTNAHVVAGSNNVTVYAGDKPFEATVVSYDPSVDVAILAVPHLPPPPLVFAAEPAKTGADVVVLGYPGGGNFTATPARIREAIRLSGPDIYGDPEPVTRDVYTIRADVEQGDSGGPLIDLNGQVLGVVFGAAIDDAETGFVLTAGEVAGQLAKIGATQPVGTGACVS
# Mtb FBA inh: inhibitors of M. tuberculosis fructose-bisphosphate aldolase; purified M. tuberculosis FBA, fluorescence read-out; inhibition, % at 1 µM; 360,000 compounds, 2.3% hits; AID 588726; in the data active = inhibition above about 27%;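 also: 0% = vehicle and 100% = reference inhibitor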
# Target sequence (P9WQA3 whole entry, looked up): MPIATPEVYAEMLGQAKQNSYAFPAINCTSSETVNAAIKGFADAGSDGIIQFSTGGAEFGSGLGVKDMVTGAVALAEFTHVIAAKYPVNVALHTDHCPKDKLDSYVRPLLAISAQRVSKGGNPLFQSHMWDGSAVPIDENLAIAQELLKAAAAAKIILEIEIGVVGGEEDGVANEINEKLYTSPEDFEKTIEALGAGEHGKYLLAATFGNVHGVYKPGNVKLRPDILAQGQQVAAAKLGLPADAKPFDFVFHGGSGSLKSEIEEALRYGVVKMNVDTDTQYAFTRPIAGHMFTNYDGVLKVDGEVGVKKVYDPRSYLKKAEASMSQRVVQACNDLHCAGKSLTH
# * = called active by the depositor; ? = inconclusive; nt = no result given. Rule as the data show it, unless noted: active = inhibition above about 30%; inactive = the rest. This is a random part of the collection; 4.9% or so of the library scored in one or more.
SMILES,GDH-TPI inh,DUSP3 inh,CCHFV vOTU inh,MazF activator,FadD28 FP inh,BoNT-F LC inh,Mtb BioA inh,UGM FP inh,Rv3671c inh,Mtb FBA inh
CC(C)(C)NC(=O)C1CCN(S(=O)(=O)c2cccc(C(F)(F)F)c2)CC1,-2,22,10,2,-0.9,3,-0.3,-0.8,-3,3
COc1cc(NC(=O)c2csc3c2CCCC3)ncn1,2,10,2,10,-0.1,-3,-1.0,0.7,-7,0
COc1ccc(CC(NC(C)=O)C(=O)NC2CCN(C(=O)c3ccc(OC)c(OC)c3)CC2)cc1OC (centres undefined),-4,29,-7,4,-2.7,-4,nt,0.7,-3,-1
O=C(Nc1cccc2ccccc12)c1ccc2sc([C@@H]3O[C@H](CO)[C@H](O)[C@H](O)[C@H]3O)nc2c1,15,nt,-7,nt,-1.8,5,-1.4,nt,nt,2
COc1ccc(C(=O)NC(=O)Nc2ncccc2C)cc1,6,4,5,-8,-1.5,-1,-0.4,0.1,2,0
O=C(CSc1ccc(Cl)cc1)Nc1ccc(N2CCN(C(=O)c3ccco3)CC2)cc1,-1,2,9,-2,0.7,-6,-0.6,-1.4,8,0
CC(=O)N1CCc2cc(S(=O)(=O)CCC(=O)NCc3ccc(C)o3)ccc21,-5,-32,9,-7,-0.9,2,0.7,1.4,-5,1
Cc1c(/C=C/C(=O)c2ccc(C(C)C)cc2)cnn1C,22,-8,1,-9,-1.5,1,nt,-1.1,-1,7
C[C@@H]1CN([C@H](C)CO)S(=O)(=O)c2ccc(Br)cc2O[C@@H]1CN(C)Cc1ccc(C(=O)O)cc1,-2,nt,-8,4,-3.0,-6,0.0,nt,nt,-3
CCN(CC)S(=O)(=O)c1ccc(N2CCN(C)CC2)c(NC(=O)Nc2ccccc2F)c1,-7,36,-15,23,-6.3,4,0.5,2.2,-2,0
CCN1CCN(C(=O)c2cc3c(-c4ccc(Cl)cc4)nn(C)c3s2)CC1,19,38,-3,4,-2.7,1,-2.1,2.2,3,16
CC(=O)Oc1ccc2c(=O)c(Oc3ccccc3)coc2c1OC(C)=O,-8,-3,1,0,-3.0,4,-0.5,0.8,8,-10
O=C(O)Cn1c(=O)c2cccn2c2ccccc21,-9,-9,4,10,-1.7,20,-0.2,-2.3,-10,-2
CCN(CC)S(=O)(=O)c1ccc(NC(=O)C2CCCN(C(=O)c3ccc(Cl)cc3)C2)cc1 (centres undefined),-1,-4,8,4,-6.4,-2,11,0.6,0,-3
CC1CC(=O)Nc2ccccc2N1S(=O)(=O)c1ccc(C#N)cc1 (centres undefined),-2,-3,0,-2,-1.6,-2,nt,-0.4,-2,3
COc1ccc(NC(=S)N(CCCN2CCN(C)CC2)Cc2cccs2)cc1,0,7,-5,1,1.4,8,18,-0.1,-9,0
Cc1ccc(-c2cc(-c3ccc(F)cc3)n[nH]2)c(O)c1,2,13,-9,14,-0.9,0,1.5,0.7,nt,-1
O=C(O)c1cccc(N2CCCCS2(=O)=O)c1,-5,13,8,-3,-3.4,8,0.0,-1.3,-1,-6
CCC(=O)Nc1ccc(C(=O)OCC(=O)c2ccc(C)c([N+](=O)[O-])c2)cc1,8,2,0,5,-0.6,-6,-2.0,-1.5,-3,-2
COc1cccc2cc(C(C)N(CCCN3CCOCC3)C(=S)Nc3cc(C)ccc3C)oc12 (centres undefined),8,-1,14,-2,-4.3,-7,0.2,-0.1,6,-1
O=S(=O)(c1cccc(Cl)c1)N1CCN(S(=O)(=O)c2ccc3c(c2)OCCO3)CC1,-14,nt,20,-15,-2.4,3,-1.0,4.0,-6,-3
CN(C)c1ncc(CN2CCC(C(=O)Nc3ccc(-n4cccn4)cc3)CC2)s1,-4,28,2,-2,-4.4,12,-1.4,0.0,-6,1
CCOC(=O)c1sc(NC(=O)CSc2nc(C)cc(C)c2C#N)c(C#N)c1C,-3,6,6,18,-2.9,16,-1.3,-1.9,3,-1
O=C(O/N=C(/c1ccccc1)c1ccncc1)c1ccccc1[N+](=O)[O-],-4,26,-3,0,3.4,-2,0.3,-1.6,9,3
Cc1cc(C)nc(NN2C(=O)C=CC2=O)n1,1,14,nt,3,-1.7,-17,0.2,1.4,2,1
Cc1ccc2cc(CN(Cc3ccc(F)cc3)Cc3nnnn3C3CCCC3)c(=O)[nH]c2c1,1,21,0,-2,-10,-7,0.7,-1.2,-8,-1
C[C@H](NC(=O)c1nc[nH]c1C(=O)N(C)CCO)c1ccccc1,nt,nt,8,nt,-1.0,-5,-2.2,nt,nt,2
O=C1OC(=O)c2cc([N+](=O)[O-])ccc21,5,nt,10,5,-2.2,7,-0.1,2.0,-2,3
c1ccc(C2NCc3ccccc3-n3cccc32)cc1 (centres undefined),0,-6,-2,3,-1.1,-14,1.7,0.2,-7,4
Cc1ccc(C(=O)Nc2c(C(=O)N3CCOCC3)cnn2-c2ccccc2)cc1,-8,50,6,-4,-3.3,-2,-0.6,1.0,4,3
C=CCn1c(-c2ccccc2)ccc(C#N)c1=O,-6,14,-2,-6,-4.5,2,1.2,-1.0,-6,1
CC1Cc2ccccc2N1C1=NS(=O)(=O)c2ccccc21 (centres undefined),23,-14,20,1,-3.8,2,-1.5,0.8,-3,-1
Cc1ccc(Nc2ncc(C(=O)NCCCN3CCN(C)CC3)c3ccccc23)cc1Cl,6,-14,-18,2,-3.8,-2,nt,0.6,1,-2
COc1ccccc1-n1cnc2c(c1=O)c1nc3ccccc3nc1n2-c1ccc(C)c(C)c1,18,37,-9,8,-1.8,2,2.7,nt,nt,1
Fc1cccc(Nc2nc3ccccc3n3nnnc23)c1,3,12,-6,24,-2.4,-12,-0.4,0.9,-17,2
CC(C)C(=O)N1CCC(n2nccc2NC(=O)CCOc2ccccc2)CC1,0,-2,3,4,1.1,-5,-0.3,2.3,nt,0
COc1cccc(NC(=O)N[C@@H](Cc2ccccc2)C(=O)O)c1,5,-2,2,3,0.7,-1,-2.1,1.4,2,2
N/C(=N\NC(=O)c1cccc(F)c1)c1cc2ccccc2oc1=O,27,37,6,2,0.9,-3,-1.4,-0.3,2,2
O=C(CNC(=O)c1cc2c(s1)CCC2)Nc1ccccc1Br,-3,27,13,-3,-4.3,-2,-0.1,-1.3,-5,3
CS(=O)(=O)N1CCN(c2ccccc2NC(=O)c2ccc(-c3ccc(Cl)cc3Cl)o2)CC1,-7,-1,-8,-8,-4.6,-5,-0.7,-2.5,-10,6
C/C(=N\NC(=O)c1c(C)nc2ccccn12)c1ccc(N2CCOCC2)cc1,1,10,-15,12,0.3,-3,nt,0.2,8,-2
CCCOc1ccc(C(=O)CCN2CCCCC2)cc1,9,4,-1,-4,0.5,-10,-3.1,-3.4,-3,3
COc1ccccc1NC(=O)c1ccc(NC(=O)COC(=O)C2CCCO2)cc1 (centres undefined),2,2,nt,3,nt,-4,nt,nt,nt,0
C/C(=N/NS(=O)(=O)c1ccc(F)cc1)c1ccncc1,-13,16,-5,-7,-0.6,13,-0.6,-0.2,5,-1
CCN(CC(=O)Nc1c(F)cccc1F)C(=O)c1ccc(N2C(=O)c3ccccc3C2=O)cc1,-17,nt,5,10,-6.0,1,-0.4,-0.8,8,0
CCc1ccc(NC(=O)CSc2nc3c(c(=O)n(C)c(=O)n3C)n2C)cc1,7,0,-1,19,-0.2,-12,-0.9,-4.8,9,2
CCc1c(C)c(C#N)c2nc3ccccc3n2c1NCC1CCCO1 (centres undefined),8,23,-3,4,-1.4,5,4.9,-0.2,3,6
CN(C)c1cc(-c2ccc(Cl)cc2)oc(=O)c1Cl,18,22,12,5,-0.9,?,nt,2.4,1,-2

# An excerpt from above in order of SMILES length, falling:
SMILES,GDH-TPI inh,DUSP3 inh,CCHFV vOTU inh,MazF activator,FadD28 FP inh,BoNT-F LC inh,Mtb BioA inh,UGM FP inh,Rv3671c inh,Mtb FBA inh
O=C(Nc1cccc2ccccc12)c1ccc2sc([C@@H]3O[C@H](CO)[C@H](O)[C@H](O)[C@H]3O)nc2c1,15,nt,-7,nt,-1.8,5,-1.4,nt,nt,2
CC(=O)N1CCc2cc(S(=O)(=O)CCC(=O)NCc3ccc(C)o3)ccc21,-5,-32,9,-7,-0.9,2,0.7,1.4,-5,1
COc1cccc(NC(=O)N[C@@H](Cc2ccccc2)C(=O)O)c1,5,-2,2,3,0.7,-1,-2.1,1.4,2,2
Fc1cccc(Nc2nc3ccccc3n3nnnc23)c1,3,12,-6,24,-2.4,-12,-0.4,0.9,-17,2

# Random excerpt: 2 compounds from above, in no set order.
SMILES,GDH-TPI inh,DUSP3 inh,CCHFV vOTU inh,MazF activator,FadD28 FP inh,BoNT-F LC inh,Mtb BioA inh,UGM FP inh,Rv3671c inh,Mtb FBA inh
C/C(=N\NC(=O)c1c(C)nc2ccccn12)c1ccc(N2CCOCC2)cc1,1,10,-15,12,0.3,-3,nt,0.2,8,-2
COc1ccccc1NC(=O)c1ccc(NC(=O)COC(=O)C2CCCO2)cc1 (centres undefined),2,2,nt,3,nt,-4,nt,nt,nt,0

# Later entries
SMILES,GDH-TPI inh,DUSP3 inh,CCHFV vOTU inh,MazF activator,FadD28 FP inh,BoNT-F LC inh,Mtb BioA inh,UGM FP inh,Rv3671c inh,Mtb FBA inh
CC1=CC2(C#N)C3(N=C(N)C2(C#N)C(c2ccccc2)N1)OCCO3 (centres undefined),5,-2,-12,5,-1.5,4,-2.8,nt,nt,24
O=C(c1cc(Cl)ccc1O)N1CCN(S(=O)(=O)Cc2ccccc2)CC1,2,nt,7,-3,-2.4,4,2.2,-1.2,14,-1
CC(=O)Nc1ccc(NC(=O)C(C)N(C)CC(=O)Nc2ccccc2Br)cc1 (centres undefined),1,38,0,0,0.4,25,0.5,-1.5,nt,-1
COCCSc1nnc(NC(=O)Cc2ccccc2OC)s1,0,-11,4,-3,-0.6,?,0.4,-1.1,-6,1
CCOC(=O)C1(C)NC(c2ccco2)C2C(=O)N(CC)C(=O)C21 (centres undefined),-6,12,-12,0,-1.0,1,nt,-1.1,-5,-3
Nc1ccc(C(=O)OCC(=O)NC2CCCc3ccccc32)cc1[N+](=O)[O-] (centres undefined),-2,2,14,-1,-1.8,?,1.0,0.8,-9,-3
COc1ccc(S(=O)(=O)NCC(c2cccnc2)N2CCN(c3ccc(F)cc3)CC2)cc1C (centres undefined),13,9,-2,6,-2.1,-9,1.2,nt,nt,-1

# Source: PubChem BioAssay
